yeast cln2 rad14: NCI yeast anticancer drug screen, S. cerevisiae cln2 rad14 strain; growth inhibition, % at 50 µM; actives 8.3% (n = 78,000);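 also: 0% = growth of vehicle-only cultures of the same strain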
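Growth of compound-exposed yeast (cln2 rad14 genotype) measured and expressed as inhibition relative to vehicle.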
bub3: NCI yeast anticancer drug screen, S. cerevisiae bub3 mutant strain; % growth inhibition at 50 µM; actives 9.9% (n = 78,000); AID 167, 2004;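 also: 0% = growth of vehicle-only cultures of the same strain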
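Compounds were applied to a genetically altered yeast strain carrying a cell-cycle control defect. Growth inhibition was scored against vehicle-treated controls.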
rad50: NCI yeast anticancer drug screen, S. cerevisiae rad50 strain | % growth inhibition at 50 µM | actives 10% (n = 79,000) | AID 155, 2004;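 also: 0% = growth of vehicle-only cultures of the same strain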
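DNA repair mutant yeast, compound exposure, growth read-out; inhibition is taken relative to vehicle.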
mec2-1: NCI yeast anticancer drug screen, S. cerevisiae mec2-1 strain. actives 9% (n = 79,000). % growth inhibition at 50 µM;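 also: 0% = growth of vehicle-only cultures of the same strain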
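Growth inhibition is read against vehicle-treated controls after compound exposure of the mec2-1 yeast strain, which is defective in DNA damage repair or cell cycle control.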
sgs1 mgt1: NCI yeast anticancer drug screen, S. cerevisiae sgs1 mgt1 strain; growth inhibition, % at 50 µM; actives 10% (n = 78,000);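 also: 0% = growth of vehicle-only cultures of the same strain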
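Percent growth inhibition was derived by comparing compound-exposed mutant yeast with vehicle-exposed cultures. The strain carries alterations in DNA damage repair.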
mlh1 rad18: NCI yeast anticancer drug screen, S. cerevisiae mlh1 rad18 strain; AID 175, 2004; % growth inhibition at 50 µM; actives 11% (n = 79,000);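 also: 0% = growth of vehicle-only cultures of the same strain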
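Cells of a genetically altered yeast strain, deficient in DNA damage repair, were treated with compound. Their growth was then compared with that of vehicle-treated cultures to give inhibition.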
* = called active by the depositor; / = not tested or not shown; & = joins results of further samples. Rule as the data show it: active = growth inhibition above about 70%; inactive = the rest. This is a random part of the collection; overall some 14% were active at least once.

SMILES	yeast cln2 rad14	bub3	rad50	mec2-1	sgs1 mgt1	mlh1 rad18
COC1OC(C)C(O)C(O)C1O (stereo not given)	-24.9&6.8	-1.2&10.0	11.3&7.5	-9.0&8.8	2.5&-7.6	7.7&-4.2
O=C(OCC(OC(=O)c1ccccc1)C(OC(=O)c1ccccc1)c1cnn(-c2ccccc2)n1)c1ccccc1 (stereo not given)	-15.7&-35.0	-1.6&-10.8	4.0&-24.1	15.4&4.1	-11.9&-34.4	17.6&-4.2
Nc1ccc(-c2n[nH]c(=O)o2)cc1	-4.0	-8.6	14.8	11.7	17.1	38.6
CC12CC3(C)CC(C)(C1)CC(N=[N+]=[N-])(C2)C3	8.2	-1.8	-10.6	9.7	2.4	40.1
CN(C)c1ccc(/C=C/C=C/C(=O)c2ccccc2)cc1	5.5	-13.8	-5.3	16.2	-0.1	-7.4
C=CCNCCC1CCCCCC1	8.8	97.7*	96.6*	97.5*	49.1	96.5*
COc1cccc(C(=O)O)c1Cc1cccc2ccccc12	27.2	-0.4	1.2	-6.7	10.3	25.1
COc1ccc(C2Cc3cc(OC)ccc3C2=O)cc1 (stereo not given)	23.6	96.0*	45.5	29.4	56.5	57.4
c1ccc(OCCSCCCCCCCCCCSCCOc2ccccc2)cc1	-12.6	-28.6	-5.8	-11.8	-25.6	-24.5
c1ccc(-c2c(-c3cccs3)[nH]c(-c3cccs3)c2-c2ccccn2)nc1	-29.4	-6.6	-6.7	17.1	45.7	-57.0
OCCOCCNc1ncnc2cc(Cl)ccc12	-14.2	7.2	-12.4	-14.7	5.2	4.2
O=[N+]([O-])c1ccc(OC2CCCCC2)c([N+](=O)[O-])c1	21.3	31.1	18.5	7.1	24.4	34.8
Cc1ccc(C2=Nn3c(nc4sc(-c5ccccc5)cc4c3=O)SC2)cc1	16.8	-15.7	-17.9	-6.0	-23.6	-15.4
CCCCCCCCCCCc1cc(=O)c2c(O)cccc2o1	-3.9	4.0	-5.0	-28.6	9.6	-14.4
Nc1nc(-c2ccccc2)cc(-c2ccc(F)cc2)c1-c1ccc(Cl)cc1	24.6	-0.9	16.9	-9.2	20.4	-73.5
NS(=O)(=O)c1ccc(-n2nnc(CO)c2CO)cc1	-14.9	-3.0	9.3	-6.4	6.3	-2.5
CCOC(=O)C(=N\Nc1ccc(C)cc1C)/C(C)=N\NC(N)=S	27.0	18.6	10.2	-5.3	6.2	30.1
Cc1c(F)cccc1NC(=O)OC(C)C	-50.8	12.8	18.2	-5.2	-0.7	5.1
Cn1cnc(=O)c2n[nH]nc21	-1.4	-11.4	4.0	16.6	-1.1	0.7
CC(=O)NNc1nc(C)c(C(/C=C/c2ccc(Cl)cc2)=N\NS(=O)(=O)c2ccc(C)cc2)s1	23.2	23.6	26.1	2.9	19.6	9.4
CN1Cc2cc3c(cc2-c2ccccc21)OCO3	6.4	-36.5	-23.7	-35.7	-44.9	-35.6
Nc1cccc(CNC(=O)COc2ccc(Cl)c(Cl)c2)c1	77.2*	79.8*	84.7*	68.9	89.7*	82.8*
C/C(=N/N(C)C)c1ccc(C)cc1	-26.9	0.6	20.3	-5.8	3.2	12.5
C=CC(=O)OCCC#N	2.8	15.1	9.0	18.8	1.3	5.5
COc1ccc2cc(C(=O)O)ccc2c1OC	25.1	-6.3	1.1	1.7	27.0	-3.9
COc1cccc(/C=C2\N=C(c3ccccc3)OC2=O)c1	/	/	-2.1	9.6	/	-5.5
C=CC/C=C/CCC	-21.8	-2.4	34.6	-2.7	-7.8	-9.7
CC(=O)[C@@]12O[C@@H]1C[C@H]1[C@@H]3C[C@@H](C)[C@@]4(O)C[C@@H](O)CC[C@]4(C)[C@H]3CC[C@@]12C	-50.5	3.0	-13.8	3.4	4.8	3.0
COC(C)CC(=O)O (stereo not given)	-24.5	-13.2	-25.8	-28.2	-37.2	-4.9
CC(C)C(=O)n1c(=N)oc2ccc(Cl)cc21	7.3	-5.0	10.2	5.0	0.8	-9.8
Cc1c2cc[n+](CCN3CCCCC3)cc2c(C)c2c1[nH]c1ccc(O)cc12	30.1	90.5*	97.8*	57.5	89.2*	81.8*
COc1ccc2cc(NC(=O)N/N=C\c3ccc([N+](=O)[O-])cc3)ccc2c1	-8.3	12.9	27.1	7.3	19.2	27.4
COc1ccc(-c2cc(-c3ccc(OC)cc3)nc(-c3ccc(OC)cc3)c2)cc1	-28.3	-6.8	-6.8	-0.8	-17.4	2.4
OCc1ccccc1Sc1ccccc1CO	11.8	-31.6	15.8	-8.6	2.6	24.0
CCOC(=O)C1=C(C(=O)c2ccc(OC)cc2)C(c2ccc(OC)c(OC)c2)C(C(=O)c2ccc(OC)cc2)=C(C(=O)OCC)N1	-24.6	-23.0	-44.4	-20.0	-32.2	-18.8
CCOC(=O)CC(CC(=O)OCC)NC(=O)c1ccc(N(C)C(=O)OCc2ccccc2)cc1	32.9	14.7	40.1	5.5	34.9	39.9
Cc1nc(C)c(N2CCN(C(=O)NC(CCC(=O)O)C(=O)O)CC2)c(=O)[nH]1 (stereo not given)	18.4	-1.2	-80.7	8.9	-28.3	-40.6
CN(C)C1C=CS(=O)(=O)C1 (stereo not given)	-47.5	0.9	-9.6	-13.9	-4.4	-5.0
CC(C)(C)C1CCP(=O)(c2ccccc2)CC1 (stereo not given)	10.4	26.9	22.3	15.5	14.1	24.6
O=C(O)/C=C/c1ccncc1	3.8	-0.3	-1.7	-6.3	-7.2	5.1
COC(=O)C1(Cc2ccccc2)Cc2ccccc2C1=O (stereo not given)	33.9	39.2	-3.1	3.0	37.7	-3.0
CCOC(=O)C(CNc1ccccc1)C(=O)OCC	/	/	-25.4	-3.0	/	-11.7
Cc1cc(=O)n(-c2ccccc2)cn1	3.5	1.7	12.1	3.5	8.4	25.5
CC(=O)OCC1OC(OC(C)=O)C(NC(=O)CNC(=O)OCc2ccccc2)C(OC(C)=O)C1OC(C)=O (stereo not given)	7.8	-4.8	21.8	2.8	-16.9	4.3
CCCCCCC/C=N/Nc1ccc([N+](=O)[O-])cc1[N+](=O)[O-]	-23.9	1.4	-3.3	-16.1	-5.5	12.9
Cn1c(=O)c2ncn(CC3CCCCC3)c2n(C)c1=O	-5.9	2.0	6.2	11.6	5.0	-5.0
COC(=O)/C(=C\c1cn(C(C)=O)c2ccccc12)P(=O)(OC)OC	63.9	78.5*	41.8	62.6	70.8*	75.8*
N#C/C(=C\NC(=S)N=Nc1c(O)[nH]c2ccccc12)C(=O)c1ccc2ccccc2c1	4.6	22.1	18.7	-3.4	21.4	21.5
COC1OC(COS(=O)(=O)c2ccc(C)cc2)C(OS(=O)(=O)c2ccc(C)cc2)C(OS(=O)(=O)c2ccc(C)cc2)C1OS(=O)(=O)c1ccc(C)cc1 (stereo not given)	-8.6	0.8	-7.5	-16.5	-11.7	18.6
CCCOc1ccc(C(=O)C(=O)c2ccccc2)cc1	0.8	11.4	13.4	-0.2	-4.0	7.0
C/C(=N/NC(N)=O)c1ccc(C)o1	-0.8	1.6	1.9	-3.5	-4.4	0.3
CCOC(=O)N1CCN(CCCCCCOc2c(Cl)cc(Cl)cc2Cl)CC1	98.4*	97.2*	98.7*	96.1*	92.0*	98.2*
c1ccc(CNc2nc(NCc3ccccc3)c3nc(-c4ccccc4)c(-c4ccccc4)nc3n2)cc1	-5.3	-1.8	-1.1	11.5	2.6	9.8
CC(=O)N1C(c2[nH]c3ccccc3c2-c2ccccc2)CCN1c1ccccc1 (stereo not given)	69.9	63.2	64.1	54.7	83.2*	71.0*
c1ccc2c3c(ccc2c1)CCC3	10.0	-25.4	-20.9	-42.9	-35.0	-12.4
Cc1cc(OCc2nnc3n2S(=O)(=O)c2ccccc2N3C)ccc1Cl	-0.8	-30.4	49.4	2.0	-21.8	-22.4
CC(C)CCCC(C)C1CCC2C3CCC4=CC(=O)C=CC4(C)C3CCC12C (stereo not given)	19.1	0.8	45.1	35.2	47.6	41.0
S=C(NCc1ccc(Cl)cc1Cl)Nc1ccccc1	-1.8	64.7	23.1	73.0*	75.8*	72.5*
O=C(O)CC1=CCCCC1	10.2	-4.7	23.4	-21.6	0.9	6.9
S=c1nc[nH]c2c1CNC2	1.7	5.2	-8.2	10.9	-5.4	-6.2

The list goes on:
SMILES	yeast cln2 rad14	bub3	rad50	mec2-1	sgs1 mgt1	mlh1 rad18
CC(C)CCC1(C)CC(=O)Nc2ccccc21 (stereo not given)	19.4	7.0	8.7	2.4	26.7	59.0
COc1ccc(C(=O)c2c(C(=O)NOCCCc3ccccc3)[nH]c(=O)c(C#N)c2C(=O)NOCCCc2ccccc2)cc1	41.1	6.6	-21.1	24.8	-14.1	-2.2
O=C(NCCCl)N1CCC(CN=c2cc3n(-c4ccc(Cl)cc4)c4ccccc4nc-3cc2Nc2ccc(Cl)cc2)CC1	98.3*	98.4*	98.6*	98.5*	98.7*	99.0*
COc1ccc(/C=C/C(=O)C(CN(C)C)CN(C)C)cc1OC	-4.8	-6.5	-0.9	-6.7	-25.2	-16.4
COc1nc2nccc-2c2occn12	-27.5	-9.6	-29.4	-11.2	-16.8	-29.1
Cc1ccc(NC(=S)/C(=C(\[O-])c2ccc([N+](=O)[O-])cc2)[n+]2ccc(C(C)C)cc2)c(C)c1	-19.6	2.8	-1.9	6.0	-24.1	12.3
COc1ccc(C2(c3ccc(OC)cc3)c3ccccc3Cc3c(OC)cccc32)cc1	2.8	-11.2	-1.6	16.7	-5.7	6.4
COC(NC(=O)Nc1ccc(C)cc1)(C(F)(F)F)C(F)(F)F	3.8	9.4	-8.6	-1.9	-49.3	6.2
Cc1cc2c(c([N+](=O)[O-])c1C)C(=O)C(Br)=C(Br)C2=O	34.7	5.9	15.7	10.4	21.5	36.2
O=C1C2=C(c3ccccc31)C(c1ccccc1Cl)NC(=S)N2 (stereo not given)	63.4	70.0*	82.2*	39.3	78.5*	74.8*
O=CC(O)C(O)C(Cl)C(O)CCl (stereo not given)	-15.9	9.1	9.2	6.8	17.7	21.4
O=C(O)c1ccc(Cl)cc1O	-9.5	-14.2	-1.1	-7.9	-16.2	-0.8
O=C(Nc1nc2ccccc2n1Cc1ccccc1)NC12CC3CC(CC(C3)C1)C2	-9.7	-9.9	-18.6	-14.8	-12.9	-43.0
CN(Cc1ccccc1)C(=O)NC(C)(C)C	-30.4	5.5	7.0	-12.3	10.3	-0.6
COc1cc(NC(=S)Nc2ccc(S(N)(=O)=O)cc2)c2cccnc2c1	-10.2	10.5	17.9	-13.7	6.2	6.9

Compounds listed so far containing a nitro group on carbon:
SMILES	yeast cln2 rad14	bub3	rad50	mec2-1	sgs1 mgt1	mlh1 rad18
O=[N+]([O-])c1ccc(OC2CCCCC2)c([N+](=O)[O-])c1	21.3	31.1	18.5	7.1	24.4	34.8
COc1ccc2cc(NC(=O)N/N=C\c3ccc([N+](=O)[O-])cc3)ccc2c1	-8.3	12.9	27.1	7.3	19.2	27.4
CCCCCCC/C=N/Nc1ccc([N+](=O)[O-])cc1[N+](=O)[O-]	-23.9	1.4	-3.3	-16.1	-5.5	12.9
Cc1ccc(NC(=S)/C(=C(\[O-])c2ccc([N+](=O)[O-])cc2)[n+]2ccc(C(C)C)cc2)c(C)c1	-19.6	2.8	-1.9	6.0	-24.1	12.3
Cc1cc2c(c([N+](=O)[O-])c1C)C(=O)C(Br)=C(Br)C2=O	34.7	5.9	15.7	10.4	21.5	36.2

The list goes on.
SMILES	yeast cln2 rad14	bub3	rad50	mec2-1	sgs1 mgt1	mlh1 rad18
CS(=O)(=O)C(CCC(=O)c1ccc([N+](=O)[O-])cc1)C(=O)c1ccccc1 (stereo not given)	-1.4	4.0	7.4	2.6	5.6	18.9
NC(=S)N/N=C/c1ccc(OC(=O)COc2ccc(Cl)cc2)cn1	-1.2	4.2	5.7	7.8	31.4	9.5
C/C(=C/C(=O)/C=C/c1ccccc1)c1c(C)[nH]c2ccccc12	34.4	81.9*	4.3	-19.1	-7.4	-0.4
Cc1cc(C)nc(NS(=O)(=O)c2ccc(Nc3c4ccccc4nc4c(C(=O)Nc5ccc(S(=O)(=O)Nc6cc(C)on6)cc5)ccc(Cl)c34)cc2)n1	42.2	18.9	32.9	45.1	23.1	41.5
O=C(CNc1cccc(Cl)c1)Nn1c(-c2ccccc2)nc2ccccc2c1=O	90.6*	96.0*	92.0*	87.7*	95.2*	96.7*
CC1(C)COC(=S)N1	-25.3&11.4	-26.9&9.6	-28.6&-3.0	-21.8&6.8	-14.8&0.5	-27.2&19.1
